Source: PubChem BioAssay (Sanford-Burnham Center for Chemical Genomics)
tim23-1 inh – tim23-1 yeast growth inhibition; AID 463212; inhibition, % at 20 µM; S. cerevisiae tim23-1 growth, BacTiter-Glo luminescence, 24 h; 330,000 tested, 1.3% active;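 active = growth inhibition of the mutant yeast at or above 50%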;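 note: temperature-sensitive mutant grown at 25 °C; plate controls were DMSO-treated mutant yeast for no effect and medium wells lacking yeast for full effect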
XBP1 UPR activ – adaptive UPR (XBP1) activation; AID 463104; 330,000 tested, 0.33% active; activation, % at 20 µM; CHO-XBP1 luciferase reporter, IRE1-XBP1 UPR activation, luminescence; percent of tunicamycin response, DMSO as zero;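 active = versus positive control, 20 µM dose yields 30% or more activation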;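 note: 100% = tunicamycin at 10 µg/mL and 0% = DMSO only wells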
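Material: CHO cell line with stable XBP1 luciferase reporter; schedule: 16-18 h cell attachment at 37 °C, then 6 h compound exposure; signal: glow luminescence from Steady-Glo reagent; medium: serum-containing F12 medium, 10% FBS; benchmarks: tunicamycin 10 µg/mL and vehicle-only wells; read-out: percent activation relative to tunicamycin reference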
APJ ag – activates the human apelin receptor APJ; AID 2520; P35414; CHO-K1 APJ PathHunter beta-arrestin, luminescence; 0% DMSO wells, 100% apelin; 330,000 tested, 0.11% active; activation, % at 20 µM;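 active = activation more than six SD over the plate average, tested at 20 µM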;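 note: 0% = DMSO alone and 100% = apelin-13 at 10 nM; some results filed as inactive read as strong as hits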
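Assay system: engineered CHO-K1 APJ arrestin reporter cells; Amount: 1000 CHO-K1 reporter cells seeded per well; Dosing: one dose, 20 µM compound, 1% DMSO; Times: compound stimulation 90 min at 25 °C, detection 60 min; Measured by: luminescent beta-gal fragment complementation, chemiluminescent substrate; Read-out: APJ–arrestin association signal; Controls: DMSO vs Apelin-13 10 nM.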
Mdm2 MdmX PPI – human Mdm2/MdmX binding inhibition | O15151+Q00987 | SaOS-2 split-luciferase Mdm2/MdmX complementation, luminescence | inhibition, % at 8 µM | 330,000 tested, 3% active | AID 485346;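 active = inhibition of at least 50% at 8 µM in the primary screen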
Target sequence (O15151 whole entry, looked up): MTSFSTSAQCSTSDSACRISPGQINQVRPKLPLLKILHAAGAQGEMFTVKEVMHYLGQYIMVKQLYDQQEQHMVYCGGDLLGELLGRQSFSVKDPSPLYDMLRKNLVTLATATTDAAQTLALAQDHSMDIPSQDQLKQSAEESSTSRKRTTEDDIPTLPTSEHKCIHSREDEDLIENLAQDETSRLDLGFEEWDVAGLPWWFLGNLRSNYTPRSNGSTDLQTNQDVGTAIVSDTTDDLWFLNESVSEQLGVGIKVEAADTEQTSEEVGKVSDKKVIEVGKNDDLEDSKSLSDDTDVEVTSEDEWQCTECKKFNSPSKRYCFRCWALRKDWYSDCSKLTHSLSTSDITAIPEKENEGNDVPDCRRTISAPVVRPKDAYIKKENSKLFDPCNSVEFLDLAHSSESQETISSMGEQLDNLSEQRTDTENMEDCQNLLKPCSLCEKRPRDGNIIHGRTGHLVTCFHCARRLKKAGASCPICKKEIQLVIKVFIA
Target sequence (Q00987 whole entry, looked up): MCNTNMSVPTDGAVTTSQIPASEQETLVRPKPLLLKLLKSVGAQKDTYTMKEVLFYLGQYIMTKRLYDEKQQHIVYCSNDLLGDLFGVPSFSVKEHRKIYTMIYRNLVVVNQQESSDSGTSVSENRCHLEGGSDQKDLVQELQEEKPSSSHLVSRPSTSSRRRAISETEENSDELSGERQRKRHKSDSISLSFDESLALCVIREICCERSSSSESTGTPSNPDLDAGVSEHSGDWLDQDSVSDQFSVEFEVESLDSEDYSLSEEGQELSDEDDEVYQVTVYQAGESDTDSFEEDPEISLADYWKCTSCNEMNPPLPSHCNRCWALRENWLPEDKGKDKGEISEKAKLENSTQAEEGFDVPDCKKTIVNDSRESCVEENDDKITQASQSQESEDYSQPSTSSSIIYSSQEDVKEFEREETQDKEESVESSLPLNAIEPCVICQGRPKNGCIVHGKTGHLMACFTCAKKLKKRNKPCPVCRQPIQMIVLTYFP
APJ antag – antagonists of human APJ apelin receptor. P35414. CHO-K1 APJ beta-arrestin complementation, luminescence. inhibition, % at 20 µM. 330,000 tested, 0.32% active. AID 2521;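 active = inhibition above about 40% at 20 µM, limit read from the data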;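 note: cells challenged with 10 nM apelin-13 agonist together with compound; plate controls were apelin-13 plus DMSO wells for no effect and DMSO wells lacking apelin-13 for full effect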
CHOP UPR activ – apoptotic UPR (CHOP) activation | 330,000 tested, 0.34% active | activation, % at 10 µM | AID 449763 | CHO-CHOP luciferase reporter, luminescence; percent of tunicamycin response over DMSO baseline;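 active = at 10 µM dose, activation of 40% or more, normalized to positive control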;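 note: 100% = tunicamycin at 10 µg/mL and 0% = DMSO alone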
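Test system: CHO CHOP reporter cells. Input: 500 CHO-CHOP cells per well. Medium: F12 with 10% FBS. Technique: luciferase luminescence. Measure: percent activation relative to tunicamycin control. Dosing: 10 µM compound, 0.5% DMSO. Timing: 16-18 h cell attachment, then 6 h compound exposure, 37 °C.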
EBI2 antag – EBI2 (human) antagonism; P32249; EBI2 beta-arrestin recruitment, luminescence, 7a,25-OHC stimulated; inhibition, % at 5 µM; 360,000 tested, 0.81% active; in the data active = inhibition above about 38%;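 note: enzyme fragment complementation signal reports receptor beta-arrestin coupling in cells; 0% = agonist plus DMSO wells and 100% = wells without agonist; some results beyond the cut were filed as inactive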
CCR6 antag – blocks CCL20-driven beta-arrestin recruitment at human CCR6. 340,000 tested, 0.49% active. P51684. inhibition, % at 20 µM. CHO-K1 CCR6 PathHunter beta-arrestin, luminescence, CCL20-stimulated;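 active = compounds whose inhibition of the agonist-driven luminescence signal at 20 µM reaches about 50%, limit read from the data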;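 note: cells stimulated with CCL20 at 14 nM final; plate controls were DMSO with CCL20 for no effect and DMSO without agonist for full effect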
CXCR6 inh – CXCR6 (human) receptor inhibition. inhibition, % at 20 µM. 360,000 tested, 0.36% active. CHO-K1 PathHunter CXCR6 beta-arrestin, luminescence. O00574. AID 602244; in the data active = inhibition above about 34%, passing the limit was not always enough;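 note: antagonist mode with CXCL16 agonist at 10 nM final; 0% = 10 nM CXCL16 with DMSO and 100% = unstimulated wells without agonist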
Active calls of the source: *; / = no result given. Some of the compounds tested; the hit share may differ from the screen's.

Values run as follows: tim23-1 inh	CHOP UPR activ	Mdm2 MdmX PPI	APJ ag	CCR6 antag	APJ antag	CXCR6 inh	EBI2 antag	XBP1 UPR activ
1. Cn1cc(S(=O)(=O)NCc2ccc(Cl)cc2)c(=O)n(C)c1=O
    17	2.8	-14	1	-1	-14	5	-7	-1
2. O=C(CSc1nnc(-c2ccc3c(c2)OCCO3)o1)NC1CCCCC1
    3	-0.2	13	-4	/	6	/	/	0
3. Cc1cc(C)n(CCN(C)c2nc3nonc3nc2N2CCCCC2)n1
    2	0.4	-4	-2	-4	9	3	9	-3
4. O=C(NCCOc1ccccc1)c1cncc(Br)c1
    13	4.0	-19	0	20	5	1	2	4
5. O=C(CSc1ccc2nnc(-c3ccccc3)n2n1)N1CCCCC1
    6	1.1	19	-1	7	-8	2	6	0
6. CCN(CC)CCSc1nc2ccccc2c(=S)n1-c1ccccc1
    2	0.2	51*	-4	15	-2	/	/	4
7. Cc1ccc(NC(=O)C2CCC(N3C(=O)C4CCCCC4C3=O)CC2)cc1 (stereo unspecified)
    29	3.4	-32	1	7	7	4	-14	-2
8. CCN1CCN(C(=O)c2cc3cc4ccc(OC)cc4nc3s2)CC1
    6	1.9	12	-5	8	-3	7	3	2
9. COC(=O)C1=C(C)N(Cc2ccccc2)C(=O)N[C@H]1c1cccs1
    23	1.3	-6	2	17	-48	2	5	-2
10. Cc1ccc(C(c2cc(Br)ccc2O)N2CCSCC2)cc1 (stereo unspecified)
    10	1.5	2	-2	16	2	-8	9	-5
11. CN(C)c1ccc(C(CNS(=O)(=O)c2ccc(F)c(F)c2)c2c[nH]c3ccccc23)cc1 (stereo unspecified)
    27	1.7	9	-5	-4	-7	1	20	-2
12. CCOc1ccc(Br)cc1S(=O)(=O)Nc1ccc(C(=O)Nc2ccccc2OC)cc1
    5	3.2	-2	-3	-3	8	1	5	0
13. CN1C(=O)C(C)(C)c2cc(S(=O)(=O)N3CCCCCC3)ccc21
    4	-0.7	25	3	-4	1	4	-8	-1
14. CCC(=O)N1CCc2cc(S(=O)(=O)NCCC(=O)N3CCN(c4cccc(C)c4)C(C)C3)ccc21 (stereo unspecified)
    4	4.2	5	0	8	14	-10	-8	-11
15. O=C(NCc1ccccn1)c1cccc(NS(=O)(=O)c2cccc(Cl)c2)c1
    4	1.9	-1	1	1	2	2	-7	-3
16. O=C(O)C1CC(=O)N(C2CCCCCC2)C1 (stereo unspecified)
    2	-1.4	-8	1	20	-13	-2	0	-1
17. Cc1cccc(C#Cc2ccccc2)n1
    -7	4.5	-22	1	7	-6	1	0	-4
18. CCN(Cc1ccccc1)S(=O)(=O)c1ccc(C(=O)N(CCCN(C)C)c2nc3ccc(F)cc3s2)cc1
    12	1.3	47	1	2	-6	-15	8	4
19. CC(C)(S)[C@@H](N)C(=O)O
    10	1.5	-4	-1	22	9	-2	0	-3
20. Cc1cccc(N2CCN(C(=O)CCS(=O)(=O)c3ccc(Br)cc3)CC2C)c1 (stereo unspecified)
    0	-2.2	14	-4	26	-10	4	4	-2
21. COc1cccc(NC(=O)c2ccc3c(c2)N(CC(=O)N2CCOCC2)C(=O)C(C)(C)O3)c1
    0	0.7	-5	-1	-3	-11	-8	-8	2
22. O=S(=O)(c1cnccc1N1CCN(/N=C/c2ccc(Br)cc2)CC1)N1CCCCC1
    7	0.0	31	3	12	-12	2	16	-5
23. CCCCNC(=O)C1CCC(CNc2nc(=S)[nH]c3ccccc23)CC1 (stereo unspecified)
    2	3.4	13	-4	9	-6	-4	-9	0
24. Cc1cc(C)c2nc(SC(C)C(=O)NCC(=O)Nc3ccc(F)c(F)c3F)cc(C)c2c1 (stereo unspecified)
    28	5.3	-4	0	2	6	3	7	2
25. c1ccc(-n2nnnc2CN2CCOCC2)cc1
    13	-0.8	-18	-1	11	-21	0	7	0
26. O=C(NCCc1ccccn1)c1cc2ccccc2o1
    -6	4.9	-23	-3	13	9	-8	-5	3
27. Cn1c(=O)c([N+](=O)[O-])c(NCc2ccccc2)c2ccccc21
    0	1.5	1	-4	3	9	7	-1	-2
28. CCCCn1nnnc1NCc1ccc(C)s1
    13	0.2	4	-2	1	-7	0	0	2
29. CN(CCOc1ccccc1)CC(=O)Nc1cc([N+](=O)[O-])ccc1Cl
    -5	-1.5	0	1	8	-8	8	-18	0
30. CCOc1ccc(C2=NNC(c3cccs3)=Nc3ccc(OC)cc32)cc1
    64*	-0.9	20	-4	18	-1	11	4	2
31. COc1cccc(CNC(=O)c2ccc(OC)c(S(=O)(=O)NC3CCCC3)c2)c1
    8	0.4	1	0	4	0	-4	4	-1
32. O=C(NCC(=O)N1CCC2(CC1)NCCc1[nH]cnc12)c1ccc(F)cc1
    -8	-1.6	20	0	8	12	3	-8	0
33. CC(/C=N/Nc1nc2ccccc2[nH]1)=C\c1ccccc1
    17	4.3	-173	3	19	-9	-5	9	1
34. O=C(OCc1cnc(Cl)s1)c1ccccc1Cl
    -6	2.5	16	0	3	4	-17	-11	3
35. CC(=O)Nc1ccc(C(=O)NCC2(N3CCCCC3)CCCCC2)cc1
    -6	-1.4	3	2	1	-22	-5	-6	-6
36. O=C(Nc1ccc(S(=O)(=O)N2CCCC2)cc1)C1CCCN1C(=O)c1cccs1 (stereo unspecified)
    9	-1.9	-3	-3	7	5	10	4	-1
37. COc1ccc(N2CCN(C(=O)CSc3nc4c(c(=O)n(C)c(=O)n4C)n3C(C)C)CC2)cc1
    22	-0.2	13	1	5	10	-4	-2	0
38. COc1cc(/C=C/C(=O)OCC(=O)NC2CCS(=O)(=O)C2)ccc1O (stereo unspecified)
    1	-1.0	-4	-4	7	-4	2	-2	-1
39. Cc1cc(-c2nnc(SCC(=O)c3ccc(Cl)cc3)o2)no1
    -13	-1.2	13	-1	19	17	-1	-7	0
40. Cc1sc2nc3n(c(=O)c2c1C)NC(=O)CC3
    -2	-1.6	19	3	14	7	1	-2	0
41. CCN(CC)S(=O)(=O)c1ccc(Oc2ccc(S(=O)(=O)N(CC)CC)cc2)cc1
    -9	5.0	27	3	-3	5	-9	-11	-4
42. CCOC(=O)CSc1nc(Nc2ccc3c(c2)OCO3)c2ccccc2n1
    32	2.4	-3	-2	0	9	0	-2	4
43. CN(C)c1ccc(S(=O)(=O)N2CCCCC2)cc1NC(=O)C1=NN(c2ccccc2)C(=O)CC1
    -9	-2.1	26	-3	5	-11	-5	18	-1
44. N/C(=N\OC(=O)CC1CCCCC1)c1ccc([N+](=O)[O-])cc1
    45	1.3	-9	6	-3	-36	-5	19	-1
45. Nc1nc2nccc(-c3ccco3)n2n1
    0	1.5	16	-1	3	1	-1	-4	0
46. Cc1cn(C2OC(COC(=O)c3ccccc3)C(O)C2Cl)c(=O)[nH]c1=O (stereo unspecified)
    16	-1.3	17	-5	-7	0	-6	-4	-4
47. CC(=O)Nc1ccc(NC(=O)C2CCCN2C(=O)Nc2cccc(F)c2)cc1 (stereo unspecified)
    14	0.2	-8	-4	11	-5	-1	5	0
48. CSc1nnc(-c2cccn(Cc3cccc(Cl)c3)c2=O)o1
    31	1.0	4	-2	2	14	4	-1	1
49. CN(C)c1cccc(C(=O)N2CCCC(CCC(=O)NCc3ccccc3F)C2)c1 (stereo unspecified)
    7	-2.9	2	-2	18	-14	2	13	-5
50. COc1ccccc1C(C)Nc1nc(-c2cccnc2)nc2ccccc12 (stereo unspecified)
    31	2.8	24	-2	9	3	1	5	-1
51. COc1ccc(Cl)cc1NC(=O)NN1CCN(C)CC1
    8	2.7	-10	-2	-11	3	0	-10	-5
52. Cc1cc(NC(=O)CSc2nc3cc(C)c(C)cc3cc2C)no1
    -15	1.5	41	-2	18	13	-8	0	-7
53. O=C(O)CNc1ccccc1C(=O)O
    5	2.7	-14	-5	2	8	6	-18	-1
54. CC(C)(/C=N/O)/[N+]([O-])=C/c1ccccc1
    -2	2.3	-1	-1	1	-2	-7	-7	-1
55. COc1ccc(NC(=O)C(CCSC)N2C(=O)c3ccccc3C2=O)cc1 (stereo unspecified)
    14	1.0	-6	-4	25	13	-6	-25	-2
56. COc1ccccc1NS(=O)(=O)c1ccc(O)c(NC(=S)NCC2CCCO2)c1 (stereo unspecified)
    15	-1.6	14	-5	1	25	0	5	0
57. O=C1OC(c2ccccc2)=C/C1=C/N1CCOCC1
    14	4.4	12	-4	8	20	-5	3	1
58. Cc1nc2n(n1)C(c1ccccc1)C1=C(CC(c3ccco3)CC1=O)N2 (stereo unspecified)
    7	1.0	24	-2	3	-3	-6	-2	0
59. CC(C)CCn1c(Br)nc2c1c(=O)n(CC(N)=O)c(=O)n2C
    17	-0.6	-24	11	-7	-6	-1	2	-1
60. NS(=O)(=O)c1ccc(CCNC(=O)c2cc(-c3cccs3)nc3ccccc23)cc1
    2	-1.8	-12	1	8	-10	-7	1	-1
